U2OS ROS induce = ROS inducers in U2OS cancer cells, primary screen, cell-based, H2DCF-DA fluorescence. U2OS ROS induction. ROS induction (% of piperlongumine), % at 10 µM. 2% of 46,000 active; in the data active = ROS induction above about 79%, passing the limit was not always enough; inconclusive = no clear call, values can overlap the other calls;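 also: 0% = DMSO vehicle median and 100% = reference compound median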
* marks the source's active call; other numbers are inactive results; ? = inconclusive.

SMILES	U2OS ROS induce
COc1ccccc1NC(=O)CSC1CC(=O)N(c2ccc(F)cc2)C1=O (stereo unspecified)	16
CCOC(=O)c1c(NC(=O)C2C3C=CC(C3)C2(C)C(=O)O)sc2c1CCCC2 (stereo unspecified)	1
CCOc1cccc(/C=C2\SC(=S)N(CC)C2=O)c1O	-5
C[C@H]1CN([C@@H](C)CO)C(=O)CCCn2cc(nn2)CO[C@@H]1CN(C)C(=O)Nc1ccc2c(c1)OCO2	-7
O=C(N/N=C/C=C/c1ccccc1)c1ccccc1O	-7
C[C@@H]1CN([C@H](C)CO)C(=O)Cc2cc(NC(=O)CCN3CCOCC3)ccc2O[C@H]1CN(C)C(=O)Nc1ccccc1	-5
C[C@H](CO)N1C[C@H](C)[C@H](CN(C)Cc2ccccc2)Oc2ccc(NC(=O)Nc3ccc(C(F)(F)F)cc3)cc2C1=O	-7
Cc1csc2nc(CSc3ccc(Cl)cc3)c(Br)n12	-10
C[C@@H]1CN([C@H](C)CO)C(=O)c2cccc(NC(=O)c3ccncc3)c2O[C@@H]1CN(C)S(=O)(=O)c1cn(C)cn1	-8
Cc1ccc(NC(=O)COc2ccccc2)c(NC(=O)c2cccs2)c1	-7
C[C@@H]1CN([C@H](C)CO)C(=O)CCCn2nncc2CO[C@@H]1CN(C)S(=O)(=O)c1cccc(F)c1	-10
COc1ccc(CNc2nc(SC)n[nH]2)cc1OC	-9
C[C@@H]1CN([C@H](C)CO)C(=O)c2cc(NS(=O)(=O)c3ccc(Cl)cc3)ccc2O[C@@H]1CN(C)C(=O)Nc1ccc(F)cc1	1
CC(NC(=O)CSc1nn(-c2ccccc2)c(=S)s1)c1ccccc1 (stereo unspecified)	8
COc1ccc(CN(C)C[C@@H]2Oc3ccc(NC(=O)Cc4cn(C)c5ccccc45)cc3CC(=O)N([C@H](C)CO)C[C@@H]2C)cc1	3
C[C@@H]1CN([C@@H](C)CO)C(=O)Cc2cc(N(C)C)ccc2O[C@@H]1CN(C)C(=O)Nc1ccccc1	-5
COc1ccc(NC(=O)N(C)C[C@H]2Oc3ccc(NS(C)(=O)=O)cc3CC(=O)N([C@H](C)CO)C[C@H]2C)cc1	-2
Cc1cccc(OCC(=O)Nc2cccc(-c3nnc(-c4ccccc4)o3)c2)c1	26
O=C(Nc1sc2c(c1C(=O)NCc1ccco1)CCCC2)c1ccccc1[N+](=O)[O-]	55
Cc1ccc(NC(=O)C2C3C=CC(C3)C2C(=O)O)cc1 (stereo unspecified)	-4
C[C@H](CO)N1C[C@H](C)[C@H](CN(C)C(=O)Nc2ccc3c(c2)OCO3)Oc2ccc(NC(=O)Nc3cccc4ccccc34)cc2CC1=O	16
Cc1noc(C)c1S(=O)(=O)Nc1ccc2c(c1)C(=O)N([C@H](C)CO)C[C@H](C)[C@@H](CN(C)Cc1ccc(C(=O)Nc3ccccc3N)cc1)O2	7
C[C@H]1CN([C@@H](C)CO)C(=O)Cc2cc(NS(C)(=O)=O)ccc2O[C@@H]1CN(C)C(=O)Nc1ccccc1	-6
C[C@H]1CN([C@@H](C)CO)C(=O)Cc2cc(NS(=O)(=O)c3ccc(Cl)cc3)ccc2O[C@H]1CN(C)C(=O)Nc1cccc2ccccc12	26
CC(C)C(NCCC(O)c1ccc(Br)cc1)C(=O)O (stereo unspecified)	-1
C[C@@H]1CN([C@@H](C)CO)C(=O)c2cccc(NC(=O)CCCCCC(=O)Nc3ccccc3N)c2O[C@@H]1CN(C)CC1CCCCC1	0
COc1ccc(OC(=O)N(C)C[C@@H]2OCc3cn(nn3)CCCC(=O)N([C@H](C)CO)C[C@H]2C)cc1	-5
CC(OC1OC(CO)C(O)C(O)C1O)C1C(O)CC2C3CCC4=CC(=O)CCC4(C)C3CCC21C (stereo unspecified)	-12
COC(=O)C1=C(C)N(c2ccccc2)/C(=C/c2cccs2)C1=O	21
CC(C)NC(=O)Nc1ccc2c(c1)CC(=O)N([C@@H](C)CO)C[C@H](C)[C@H](CN(C)S(=O)(=O)c1ccccc1)O2	14
C[C@H](CO)N1C[C@H](C)[C@@H](CN(C)S(=O)(=O)c2ccc(Cl)cc2)Oc2c(NC(=O)c3ccc(-c4nccs4)cc3)cccc2C1=O	12
COC(=O)C1=C(C)N(c2ccc(OC)cc2)C(C)=C(C(=O)OC)C1c1ccccc1	2
O=C(O)c1cccnc1SC1CC(=O)N(Cc2ccccc2)C1=O (stereo unspecified)	-6
CCCC(=O)Nc1ccc(-c2nc3cc(C(C)C)ccc3o2)cc1	34
Cn1c(=O)c2c(nc(S(C)(=O)=O)n2C)n(C)c1=O	?
COc1ccc(/C=C/C(=O)NCCN=C2NS(=O)(=O)c3ccccc32)cc1	-2
Cc1ccc(S(=O)(=O)N(C)C[C@@H]2OCCCC[C@@H](C)Oc3ccc(NC(=O)CCC(F)(F)F)cc3C(=O)N([C@H](C)CO)C[C@@H]2C)cc1	28
C[C@H]1CN([C@@H](C)CO)C(=O)Cc2cc(NC(=O)Cc3ccccc3)ccc2O[C@H]1CN(C)Cc1ccc(Cl)c(Cl)c1	14
C[C@H](CO)N1C[C@H](C)[C@@H](CN(C)C(=O)Nc2cccc3ccccc23)Oc2c(NS(=O)(=O)c3cccs3)cccc2C1=O	2
C[C@H]1CN([C@@H](C)CO)C(=O)CCCn2nncc2CO[C@@H]1CN(C)Cc1cccc(O)c1	13
COc1ccc(S(=O)(=O)N(C)CC(=O)Nc2ccc(Br)cc2F)cc1	-4
C[C@H](CO)N1C[C@H](C)[C@H](CN(C)C(=O)Nc2cccc3ccccc23)Oc2ccc(NC(=O)Cc3ccccc3)cc2CC1=O	5
COc1ccc(S(=O)(=O)N(C)CC(=O)Nc2ccc(Br)cc2F)cc1OC	-3
CC[N+]1(CC)Cc2cc3ccccc3cc2C1	-10
CCN(CC)c1cc(-c2cccs2)nc(SCC(=O)c2cccs2)c1C#N	220*
O=C1N(Cc2ccccc2)Cc2ccccc2[C@H]2OC(c3ccc(OCCCO)cc3)=N[C@@]12Cc1ccccc1	21
C[C@@H]1CCCCO[C@@H](CN(C)C(=O)Nc2cccc3ccccc23)[C@@H](C)CN([C@H](C)CO)C(=O)c2cc(NC(=O)NC3CCCCC3)ccc2O1	47
O=C1/C(=C/c2cccc(Br)c2)SC(=S)N1CC(=O)N1CCCc2ccccc21	-2
CC(C)NC(=O)N(C)C[C@@H]1Oc2c(cccc2N(C)C)C(=O)N([C@H](C)CO)C[C@@H]1C	-2
C[C@@H]1CCCCO[C@H](CN(C)S(=O)(=O)c2cn(C)cn2)[C@@H](C)CN([C@H](C)CO)C(=O)c2cc(NC(=O)c3ccncc3)ccc2O1	-5
C[C@H]1CN([C@@H](C)CO)C(=O)CCCn2nncc2CO[C@H]1CN(C)S(=O)(=O)c1ccc(C#N)cc1	35
Cc1noc(C)c1S(=O)(=O)Nc1ccc2c(c1)C(=O)N([C@H](C)CO)C[C@H](C)[C@H](CN(C)Cc1ccc(C(=O)O)cc1)O2	-9
CCOc1cc(N2CCOCC2)c(OCC)cc1NS(=O)(=O)CC	9
C[C@@H]1CN([C@H](C)CO)C(=O)c2cccc(NC(=O)Nc3ccc(F)cc3)c2O[C@@H]1CN(C)S(=O)(=O)c1cn(C)cn1	-14
CCCc1nc2c([nH]1)C(c1cccc(O)c1)C(C#N)=C(N)O2 (stereo unspecified)	-11
COc1ccc(C2CC(=O)c3c(O)cc(O[C@@H]4O[C@H](CO[C@@H]5O[C@@H](C)[C@H](O)[C@@H](O)[C@H]5O)[C@@H](O)[C@H](O)[C@H]4O)cc3O2)cc1 (stereo partly specified)	1
C[C@@H]1CN([C@@H](C)CO)C(=O)c2cccc(NC(=O)c3ccncc3)c2O[C@H]1CN(C)Cc1ccc(C(F)(F)F)cc1	-1
C[C@@H]1CN([C@H](C)CO)C(=O)CCCn2cc(nn2)CO[C@H]1CN(C)C(=O)C1CC1	-9
Cc1cc(NC(=O)NN2CCOCC2)nn1-c1c(Cl)cccc1Cl	-7
C[C@@H]1CN([C@H](C)CO)C(=O)c2cc(NC(=O)CCN3CCOCC3)ccc2O[C@@H]1CN(C)S(=O)(=O)c1cccs1	27

Continued:
SMILES	U2OS ROS induce
COc1ccc(C)cc1NC(=O)C1CCCN(S(=O)(=O)c2ccc(C)cc2)C1 (stereo unspecified)	2
CC(C)c1ccc(C2C(C#N)=C(N)C(C#N)(C#N)C3=CCN(C)CC32)cc1 (stereo unspecified)	68
C[C@@H]1CCCCO[C@@H](CN(C)S(=O)(=O)c2ccc(F)cc2)[C@@H](C)CN([C@H](C)CO)C(=O)c2cc(NS(=O)(=O)c3cn(C)cn3)ccc2O1	-3
C[C@@H]1CN([C@H](C)CO)C(=O)c2cc(NC(=O)CCCCCC(=O)Nc3ccccc3N)ccc2O[C@@H]1CN(C)S(C)(=O)=O	3
COCCOC(=O)N1C(=O)[C@@]2(c3cc(C#Cc4ccc(OC)cc4)ccc31)[C@H](C(N)=O)[C@H]1C(=O)O[C@H](c3ccccc3)[C@H](c3ccccc3)N1[C@@H]2c1ccc(OCCO)cc1	14
Cc1ccc(S(=O)(=O)N(C)C[C@H]2Oc3c(NC(=O)c4cnccn4)cccc3C(=O)N([C@@H](C)CO)C[C@@H]2C)cc1	-7
O=C(Oc1ccc([C@@H]2Oc3cc(O)cc(O)c3C[C@H]2O)cc1O)c1cc(O)c(O)c(O)c1	-11
COc1ccc(S(=O)(=O)N(C)C[C@H]2Oc3ccc(NC(=O)Nc4ccc(F)cc4)cc3C(=O)N([C@@H](C)CO)C[C@H]2C)cc1	8
N/C(=N/C(=O)N1CCOCC1)c1ccccc1	16
CC(C)(C)c1cn2cccc(OCc3ccc(Cl)c(Cl)c3)c2n1	64
C[C@@H]1CN([C@H](C)CO)C(=O)Cc2cc(NC(=O)Nc3ccc(C(F)(F)F)cc3)ccc2O[C@@H]1CN(C)S(=O)(=O)c1ccc(F)cc1	2
CCNC(=O)c1ccc2c(c1)sc1nc(-c3ccc(OC)cc3)cn12	70
O=C(NCc1ccccn1)c1cc2nc(-c3ccccc3)cc(-c3ccccc3)n2n1	141*
CCCn1cc(SCC(=O)Nc2sc3c(c2C(=O)OCC)CCC3)c2ccccc21	-5
C[C@@H]1CN([C@H](C)CO)C(=O)c2cccc(NC(=O)NC3CCCCC3)c2O[C@@H]1CN(C)C	-14
COc1ccc2c(C)nc(N/C(N)=N/S(=O)(=O)c3ccc(C)cc3)nc2c1	46
C[C@@H]1CN([C@@H](C)CO)C(=O)c2cc(NC(=O)Cc3cn(C)c4ccccc34)ccc2O[C@@H]1CN(C)S(=O)(=O)c1ccccc1	10
CC(C)(C)OC(=O)Nc1cccc(/C=N/NC(=O)CCCCCC(=O)Nc2ccccc2O)c1	12
O=C(CSc1nc(-c2ccccc2)cc(C(F)(F)F)n1)Nc1ccc2c(c1)CCC2	-5
Cc1ccc(S(=O)(=O)N(C)Cc2nc(-c3ccc(Br)cc3)no2)cc1	2

A draw from above in order of count of non-hydrogen atoms, high to low.
SMILES	U2OS ROS induce
COCCOC(=O)N1C(=O)[C@@]2(c3cc(C#Cc4ccc(OC)cc4)ccc31)[C@H](C(N)=O)[C@H]1C(=O)O[C@H](c3ccccc3)[C@H](c3ccccc3)N1[C@@H]2c1ccc(OCCO)cc1	14
C[C@@H]1CCCCO[C@@H](CN(C)S(=O)(=O)c2ccc(F)cc2)[C@@H](C)CN([C@H](C)CO)C(=O)c2cc(NS(=O)(=O)c3cn(C)cn3)ccc2O1	-3
C[C@@H]1CN([C@H](C)CO)C(=O)Cc2cc(NC(=O)Nc3ccc(C(F)(F)F)cc3)ccc2O[C@@H]1CN(C)S(=O)(=O)c1ccc(F)cc1	2
C[C@@H]1CN([C@@H](C)CO)C(=O)c2cc(NC(=O)Cc3cn(C)c4ccccc34)ccc2O[C@@H]1CN(C)S(=O)(=O)c1ccccc1	10
C[C@@H]1CN([C@H](C)CO)C(=O)c2cc(NC(=O)CCCCCC(=O)Nc3ccccc3N)ccc2O[C@@H]1CN(C)S(C)(=O)=O	3
Cc1ccc(S(=O)(=O)N(C)C[C@H]2Oc3c(NC(=O)c4cnccn4)cccc3C(=O)N([C@@H](C)CO)C[C@@H]2C)cc1	-7
CC(C)(C)OC(=O)Nc1cccc(/C=N/NC(=O)CCCCCC(=O)Nc2ccccc2O)c1	12
O=C(NCc1ccccn1)c1cc2nc(-c3ccccc3)cc(-c3ccccc3)n2n1	141*
CCCn1cc(SCC(=O)Nc2sc3c(c2C(=O)OCC)CCC3)c2ccccc21	-5
COc1ccc(C)cc1NC(=O)C1CCCN(S(=O)(=O)c2ccc(C)cc2)C1 (stereo unspecified)	2
COc1ccc2c(C)nc(N/C(N)=N/S(=O)(=O)c3ccc(C)cc3)nc2c1	46
CCNC(=O)c1ccc2c(c1)sc1nc(-c3ccc(OC)cc3)cn12	70
N/C(=N/C(=O)N1CCOCC1)c1ccccc1	16

(cont.)
SMILES	U2OS ROS induce
O=C(Nc1nc2ccccc2n1CCN1CCOCC1)C1CCCCC1	-1
C[C@H](CO)N1C[C@H](C)[C@H](CN(C)CC2CCCCC2)Oc2ccc(NC(=O)Nc3ccc(F)cc3)cc2C1=O	-4
CCc1ccc(NC(=O)CSc2ncnc3sc4c(c23)CCC(C)C4)cc1 (stereo unspecified)	-2
CCNc1nc(NCc2ccccc2)nc(Oc2ccc(=O)[nH]n2)n1	-6
CC(C)NC(=O)N(C)C[C@@H]1Oc2c(NS(=O)(=O)c3cn(C)cn3)cccc2C(=O)N([C@H](C)CO)C[C@H]1C	-2
C[C@@H]1CN([C@@H](C)CO)C(=O)c2cccc(NS(=O)(=O)c3cccs3)c2O[C@H]1CN(C)C(=O)Nc1ccc2c(c1)OCO2	-4
CC(=O)NC1C(=O)SC1(C)C (stereo unspecified)	-13
Cc1nnc(SCc2ccc(CSc3nnc(C)c(=O)[nH]3)cc2)[nH]c1=O	-4
C[C@@H]1CN([C@H](C)CO)C(=O)c2cc(N(C)C)ccc2O[C@@H]1CN(C)C(=O)Nc1ccc(C(F)(F)F)cc1	3
C[C@H](CO)N1C[C@H](C)[C@@H](CN(C)S(=O)(=O)c2cn(C)cn2)Oc2ccc(NC(=O)NC3CCCCC3)cc2C1=O	-17
C[C@H](CO)N1C[C@H](C)[C@H](CN(C)Cc2ccncc2)Oc2ccc(NC(=O)CCCCCC(=O)Nc3ccccc3N)cc2CC1=O	16
COc1cc2nc(COc3ccccc3)oc(=O)c2cc1OC	18
NC(=O)CSc1nnc(-c2ccncc2)n1-c1ccc(Br)cc1	0
O=C(NCc1ccc(F)cc1)[C@H]1C[C@H]2C(=O)N3CCC[C@H]3C(=O)N2[C@H]1c1ccc(O)cc1	12
CCOc1ccc(NC(=O)C(C)O)c([N+](=O)[O-])c1 (stereo unspecified)	-3

This is a subset; count on the stated rates, not on these rows.
